# Bioassay records from PubChem BioAssay.
# GAA glycogen – alters human alpha-glucosidase cleavage of glycogen. P10253. Potency, µM (doses to about 76.4 µM), for the others: at the highest dose activity change, negative = inhibition, hits mostly inhibitors. AID 2100. 0.38% of 300,000 active. recombinant GAA, glycogen substrate, Amplex Red glucose oxidase fluorescence;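 note: 0% = full enzyme reaction and -100% = no-enzyme basal signal; the screen sought inhibitors and activators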
#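 Recombinant human alpha-glucosidase (4 nM final) hydrolysed bovine liver glycogen (30 ug) for 40 min at 37 C in pH 5.0 citrate/phosphate with 0.01% Tween-20. Released glucose detected by glucose oxidase/Amplex Red, Ex 573/Em 610 nm. Compounds up to 77 uM; AC50 from Hill fits.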
# HTT cytoprotect – protects HTT-Q103 PC12 cells, measured by ATP; PC12 HTT-Q103 induced, cytoprotection, ATP luminescence, 40 h; Potency, µM (doses to about 56.4 µM), for the others: cytoprotection (ATP increase), hits mostly activators; AID 1471; 0.14% of 230,000 active;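 note: % of control where 0% means no effect; nearly all actives have a fitted effect of over 45% in size; toxic huntingtin expression switched on by the ecdysone agonist tebufenozide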
#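 PC12 cells with ecdysone-inducible HTT exon 1 Q103-GFP, induced with 100 nM tebufenozide and co-treated with library compounds in a dose series (1536-well, 1500 cells/well). Cytoprotection read as ATP content by ATPlite luminescence.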
# Tau fluor cs – counter-screen for tau fibril formation inhibitors. Potency, µM (top dose mostly 57.7 µM), for inactives: top-dose activity change, negative = decrease. 0.93% of 280,000 active. tau K18 P301L Alexa594 fluorescence, heparin fibrillization; note: % is set by controls: 0 for no effect and ±100 for the full control effect; nearly all actives have a fitted effect of over 55% in size
#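 Human tau K18 P301L (15 uM unlabeled, 0.24 uM Alexa 594-labeled) in 100 mM sodium acetate pH 7 with 20 uM heparin, 6 hr at 37 C. ThT 30 uM added, 1 hr ambient; Alexa 594 FP and total fluorescence read at 555/632 nm.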
# aGal spleen mod – alpha-galactosidase A (human) modulation; P06280; human spleen homogenate, 4MU-alpha-Gal fluorescence, 40 min; 0.008% of 240,000 active; Potency, µM (series often up to 80 µM), inactives show top-dose activity change, negative = inhibition, most hits filed as inhibitors;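 note: 0% = enzyme with vehicle and -100% = no enzyme basal signal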
# Target sequence (P06280 32-429 limits assumed): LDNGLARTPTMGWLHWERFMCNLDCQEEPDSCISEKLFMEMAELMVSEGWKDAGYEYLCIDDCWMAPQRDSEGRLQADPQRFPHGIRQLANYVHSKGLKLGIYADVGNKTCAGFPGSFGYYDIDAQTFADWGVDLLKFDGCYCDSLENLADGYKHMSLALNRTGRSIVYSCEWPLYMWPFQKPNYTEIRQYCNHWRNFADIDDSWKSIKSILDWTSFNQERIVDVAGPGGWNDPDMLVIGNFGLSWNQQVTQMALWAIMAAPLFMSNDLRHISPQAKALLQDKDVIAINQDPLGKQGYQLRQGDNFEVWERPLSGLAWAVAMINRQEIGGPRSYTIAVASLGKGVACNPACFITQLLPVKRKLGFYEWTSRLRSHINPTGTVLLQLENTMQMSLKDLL
#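 Fluorogenic readout (Ex 365/Em 440 nm) of 4-methylumbelliferone released from 1 mM 4-MU-alpha-galactoside by spleen homogenate, 40 min at 37C, pH 5.0. Data normalized to no-enzyme and enzyme controls; Hill-equation AC50 from compound titrations.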
# GAA spleen mod – lysosomal alpha-glucosidase (human) modulation; P10253; human spleen homogenate, 4-MU-alpha-glucoside fluorescence; Potency, µM (top dose mostly 79.9 µM), inactives show at the highest dose activity change, negative = inhibition, actives largely listed as inhibitors; 0.006% of 240,000 active; AID 2112;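 note: 0% = enzyme with vehicle and -100% = no enzyme basal signal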
#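 Enzyme source: human spleen homogenate, 1 ug/well. Buffer 50 mM citric acid/K phosphate pH 5.0, 0.01% Tween-20. 4-MU-alpha-glucoside 1 mM; 37 C x 40 min; NaOH/glycine stop; fluorescence.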
# Tau FP inhib – tau fibrillization inhibition (FP) | AID 1468 | 0.39% of 280,000 active | K18 P301L tau heparin fibrillization, Alexa594 FP, 6 h | Potency, µM (titrated, usually from 57.7 µM), inactives show at the highest dose activity, negative = inhibition, hits mostly inhibitors | P10636; note: % is set by controls: 0 for no effect and ±100 for the full control effect; nearly all actives have a fitted effect of over 55% in size
# Target sequence (P10636 561-689 P618L limits assumed): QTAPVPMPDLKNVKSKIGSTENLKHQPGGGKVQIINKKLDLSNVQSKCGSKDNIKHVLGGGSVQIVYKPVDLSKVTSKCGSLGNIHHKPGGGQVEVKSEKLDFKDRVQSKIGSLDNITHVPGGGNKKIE
#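 Heparin (20 uM) drove fibril formation of recombinant tau K18 P301L, 15 uM unlabeled with 0.24 uM Alexa 594 label, for 6 hr at 37 C in 100 mM sodium acetate pH 7. Fluorescence polarization (555/632 nm) read 1 hr after 30 uM ThT.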
# Tau fibril ThT – blocks human tau fibril formation measured by thioflavin T | 2.1% of 270,000 active | P10636 | recombinant tau K18 P301L, heparin-induced fibrillization, ThT fluorescence | Potency, µM (top dose mostly 57.4 µM), for inactives: at the highest dose activity, negative = inhibition, hits mostly inhibitors | AID 1460; note: % is set by controls: 0 for no effect and ±100 for the full control effect; nearly all actives have a fitted effect of over 55% in size
#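 ThT emission at 510 nm, taken 1 hr after adding 30 uM dye, quantifies aggregates formed when 20 uM heparin acts on human tau K18 P301L for 6 hr at 37 C.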
# GAA inh – alpha-glucosidase (human) inhibition; 0.005% of 200,000 active; Potency, µM (titrated, usually from 76.9 µM), inactives show at the top dose activity change, negative = inhibition, hits mostly inhibitors; purified human GAA, 4-MU-alpha-glucoside fluorescence; AID 1466; P10253;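 note: plate controls were uninhibited enzyme wells for no effect and no-enzyme background for full effect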
#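 qHTS format, compound range up to 77 uM. Human lysosomal enzyme at 4 nM, 400 uM 4-MU glucoside substrate, pH 5.0, 20 min room temperature; fluorescence after alkaline stop gives activity normalized to controls.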
# Starred values were filed as active, the others as inactive; u = inconclusive; x = not tested or not shown; [ ] = dose if it differs, or a comment. Calls come from the whole dose curve; as a rule, active = well fitted curve in the direction sought with a large enough effect; inconclusive = small, poorly fitted or top-dose-only effect, or another doubt; inactive = no such curve, though single readings can be large; an effect the other way counts as inactive or inconclusive. Potency is the fitted concentration of half-maximal effect. Compounds as they come; overall some 3.3% were active at least once.
no. | molecule | GAA glycogen | HTT cytoprotect | Tau fluor cs | aGal spleen mod
1 | Cc1nc(CCNC(=O)Cc2ccc(Cl)cc2)cs1 | 8% | -2%[10 µM] | -8% | 7%
2 | CCc1cccc(C)c1NC(=O)c1cccc(N(C)C)c1 | -12% | -17% | -12% | -1%
3 | CCOc1ccc(-c2nc(-c3cccnc3)no2)cc1OCC | 0% | 9% | -18% | -2%
4 | Cc1cc2c(NC(=O)CCCC(=O)O)cccc2nn1 | 6% | -22%[10 µM] | -3% | 1%
5 | COc1ccc(OCC(O)Cn2c(Nc3ccccc3)nc3c2c(=O)n(C)c(=O)n3C)cc1 (stereo unspecified) | 15% | -5%[10 µM] | -8% | -10%
6 | Cc1ccc2nc(SCc3nc4c(cnn4-c4ccccc4)c(=O)[nH]3)[nH]c2c1 | 2% | -24% | -23% | -12%
7 | Cc1ccc(NC(=O)C2(c3ccccc3)CC2(Cl)Cl)cc1C (stereo unspecified) | 8% | -4% | -12% | 4%
8 | CC(=O)Nc1ccc(N/C=C/C(=O)c2ccc(C)o2)cc1 | -8% | 4% | -14% | -6%
9 | CCOCCSC1=C(C#N)C(c2cccs2)C(C(C)=O)=C(C)N1 (stereo unspecified) | -1% | 6% | -3% | 6%
10 | Cc1cc(C)cc(N(CC(=O)N2CC=C(c3ccccc3)CC2)S(=O)(=O)c2c(C)noc2C)c1 | -15% | -56%[inhibitor] | -7% | 0%
11 | COc1ccc(OC)c(C(=O)CSc2nc3ncccc3[nH]2)c1 | -7% | -10%[0.074 µM] | -7% | -6%
12 | [O-]/C(=C(\C(=S)Nc1ccccc1F)[n+]1ccccc1)c1ccc(-c2ccccc2)cc1 | -7% | -26% | -21% | 0%
13 | O=C(N/N=C1\CCSc2ccc(F)cc21)c1cccnc1 | 1% | -27% | 5% | 4%
14 | NC(=O)CSc1ncnc2c1cnn2Cc1ccccc1 | -5% | 20%[10 µM] | -3% | 8%
15 | CCN(CC)S(=O)(=O)c1csc(C(=O)OCC(=O)c2ccccc2)c1 | -12% | 29%[10 µM] | -17% | -2%

no. | GAA spleen mod | Tau FP inhib | Tau fibril ThT | GAA inh
1 | 4% | 0% | -11% | 1%
2 | -8% | -5% | u | -1%
3 | 2% | 4% | u | 0%
4 | -1% | -2% | x | x
5 | -3% | 12% | -2% | -2%
6 | 3% | -5% | u | 3%
7 | -4% | -1% | -11% | -1%
8 | -7% | -4% | u | -4%
9 | 3% | -2% | 0% | -5%
10 | -1% | -3% | -13% | -7%
11 | 1% | -3% | -17% | 0%
12 | 2% | -9% | u | 4%
13 | x | 1% | 2% | -10%
14 | 7% | 0% | -7% | 4%
15 | -7% | -1% | -2% | 2%

# (continued)
no. | molecule | GAA glycogen | HTT cytoprotect | Tau fluor cs | aGal spleen mod
16 | CC(=O)Nc1ccc(OCC(O)CN2CCN(c3cc(Cl)ccc3C)CC2)cc1 (stereo unspecified) | -8% | -8% | -16% | 1%
17 | Cc1ccc(C)c(NC(=O)CN(C)S(=O)(=O)c2ccc(F)cc2)c1 | -18% | -10% | -6% | -4%
18 | O=C(Nc1ccc(F)cc1F)c1cc2n(n1)C(C(F)(F)F)C1CCCCC1N2 (stereo unspecified) | 0% | 7%[10 µM] | -2% | -1%
19 | CCC(CC)NC(=O)COC(=O)c1ccc(OCC(=O)Nc2ccccc2OC)c(OC)c1 | 7% | 8% | -4% | -7%
20 | COc1cc(OC)cc(C(=O)NC(=S)Nc2ccc(NC(=O)c3ccco3)cc2)c1 | -10% | 13%[10 µM] | -5% | -6%
21 | Cc1[nH]c(=O)[nH]c(=O)c1S(=O)(=O)N1CCCC(C(=O)NCc2ccco2)C1 (stereo unspecified) | 1% | 2% | -1% | -7%
22 | O=C(O)C1CC(O)CN1C(=S)Nc1ccccc1 (stereo unspecified) | -28% | x | -4% | -18%
23 | O=c1[nH]c(/C(Cl)=C/c2cc(Cl)ccc2O)nc2cc(Cl)ccc12 | -4% | 21%[10 µM] | u | 6%
24 | COc1ccc(CC(=O)OCC(=O)NCCc2ccccc2)cc1OC | 3% | 26%[10 µM] | -6% | 7%
25 | Cc1ccc(C(=O)Nc2ccc(NC(=O)c3cccs3)cc2)cc1[N+](=O)[O-] | 6% | -6%[10 µM] | -20% | 4%
26 | CC1CN(C(=O)/C=C/c2ccccc2[N+](=O)[O-])CC(C)O1 (stereo unspecified) | 7% | 5%[10 µM] | -3% | -9%
27 | CCOc1ccccc1C(=O)NC1(C(F)(F)F)C(=O)Nc2c1c(=O)[nH]c(=O)n2-c1ccc(F)cc1 (stereo unspecified) | -2%[76.3 µM] | x | -10% | x
28 | Cc1nn(-c2cccc([N+](=O)[O-])c2)c(N)c1-c1ccccc1 | -7% | -6%[10 µM] | -14% | -2%
29 | Cc1cccc(Cn2nnc3c(=O)[nH]c(C4CCN(C(=O)c5ccc(F)cc5)CC4)nc32)c1 | -1%[76.3 µM] | x | -4% | x
30 | CC1(C)N([O-])c2cc([N+](=O)[O-])ccc2[N+]1=O | -8% | -2%[10 µM] | u | -1%

no. | GAA spleen mod | Tau FP inhib | Tau fibril ThT | GAA inh
16 | -1% | 9% | -24% | -6%
17 | -14% | -5% | 0% | u
18 | -14% | 3% | 3% | 6%
19 | -11% | -3% | -5% | 2%
20 | 3% | -16% | -5% | 4%
21 | -5% | 11% | -1% | -2%
22 | -15% | -1% | -8% | 8%
23 | -3% | 3% | u | -5%
24 | 13% | -4% | -4% | -3%
25 | 3% | -3% | u | u
26 | -2% | 0% | -4% | 14%
27 | x | -1% | -6% | x
28 | 1% | 14% | -17% | 0%
29 | x | 2% | -3% | x
30 | 3% | 8.9µM* | 2µM* | x

# (continued)
no. | molecule | GAA glycogen | HTT cytoprotect | Tau fluor cs | aGal spleen mod
31 | CCN(CCn1cccn1)Cc1ccccc1OCC(O)CN1CCc2ccccc2C1 (stereo unspecified) | 1% | -14%[10 µM] | 0% | -8%
32 | COc1ccc(/C=N/NC(=S)NCc2ccccc2)cc1OC | 5% | 24%[0.074 µM] | -7% | -2%
33 | Cc1ccc2nc(SCc3nnc(-c4cccs4)o3)[nH]c2c1 | -4% | -30%[10 µM] | -8% | -7%
34 | Cc1c(C(=O)N2CCCCC2)c(S(=O)(=O)NCc2ccc(N(C)C)cc2)c(C)n1C | -5%[76.3 µM] | x | -3% | x
35 | CCCc1sc(N)nc1-c1ccc(C)cc1 | -1% | x | -27% | 2%
36 | CCN(CC)S(=O)(=O)c1ccc2c(c1)nc(SC(C)C(N)=O)n2-c1ccc(OC)cc1 (stereo unspecified) | -34% | -26% | -13% | -10%
37 | CC(=O)N1CCOCCOCCN(C(C)=O)CCOCCOCC1 | -1% | x | 8% | 1%
38 | CCOC(=O)c1c(NC(=O)Cn2nnc3ccccc32)sc2c1CCC(C)C2 (stereo unspecified) | -11% | -19% | -24% | 0%
39 | Cc1cccc(CC(=O)N2CCN=C2SCc2ccc([N+](=O)[O-])cc2)c1 | -2% | 1%[10 µM] | -28% | 0%
40 | CCN1/C(=C2\OC(=S)N(C)C2=O)Sc2ccccc21 | -2% | -5% | -10% | -1%
41 | CCOC(=O)c1[nH]c2cc3c(cc2c1NC(=O)CN1CCN(CCO)CC1)OCO3 | 0% | 7%[10 µM] | 2% | 26%
42 | CSc1snc(SCC(N)=O)c1C#N | -13% | -8%[0.074 µM] | -5% | -3%
43 | C=CCNC(=O)c1ccc(N(C)S(=O)(=O)c2ccc(OC)cc2)cc1 | -8% | -22% | -16% | -5%
44 | COc1cccc2cccc(/C=N/n3cnnc3)c12 | -2% | 6%[10 µM] | -2% | 12%
45 | Cc1c(C(=O)NCCSCc2ccccc2Cl)cccc1[N+](=O)[O-] | -7% | 4%[10 µM] | u | -4%

no. | GAA spleen mod | Tau FP inhib | Tau fibril ThT | GAA inh
31 | -6% | -5% | -5% | x
32 | -3% | 4% | 4% | 1%
33 | -1% | -6% | -7% | -1%
34 | x | 1% | -1% | x
35 | 2% | 7% | -17% | u
36 | -10% | -4% | -9% | -5%
37 | -2% | 5% | 5% | 14%
38 | 2% | -14% | -22% | -7%
39 | -2% | -2% | u | -6%
40 | 2% | 0% | u | 3%
41 | 9% | 6% | x | x
42 | -4% | -8% | -10% | -2%
43 | -5% | -2% | -6% | -7%
44 | 2% | 4% | -7% | -5%
45 | -2% | -12% | -21% | -13%

# Structures from the list above that have an aryl thioether with sulfur outside any ring (6):
no. | molecule | GAA glycogen | HTT cytoprotect | Tau fluor cs | aGal spleen mod
6 | Cc1ccc2nc(SCc3nc4c(cnn4-c4ccccc4)c(=O)[nH]3)[nH]c2c1 | 2% | -24% | -23% | -12%
11 | COc1ccc(OC)c(C(=O)CSc2nc3ncccc3[nH]2)c1 | -7% | -10%[0.074 µM] | -7% | -6%
14 | NC(=O)CSc1ncnc2c1cnn2Cc1ccccc1 | -5% | 20%[10 µM] | -3% | 8%
33 | Cc1ccc2nc(SCc3nnc(-c4cccs4)o3)[nH]c2c1 | -4% | -30%[10 µM] | -8% | -7%
36 | CCN(CC)S(=O)(=O)c1ccc2c(c1)nc(SC(C)C(N)=O)n2-c1ccc(OC)cc1 (stereo unspecified) | -34% | -26% | -13% | -10%
42 | CSc1snc(SCC(N)=O)c1C#N | -13% | -8%[0.074 µM] | -5% | -3%

no. | GAA spleen mod | Tau FP inhib | Tau fibril ThT | GAA inh
6 | 3% | -5% | u | 3%
11 | 1% | -3% | -17% | 0%
14 | 7% | 0% | -7% | 4%
33 | -1% | -6% | -7% | -1%
36 | -10% | -4% | -9% | -5%
42 | -4% | -8% | -10% | -2%
